Menin-MLL TR inh – menin-MLL binding inhibition, Texas Red mutant peptide | Potency, µM (top dose mostly 61.6 µM), for inactives: top-dose FP activity change, negative = inhibition, most hits filed as inhibitors | Menin + Texas Red MLL mutant peptide, fluorescence polarization | AID 1768 | 270,000 compounds, 0.23% hits; active = well fitted inhibition curve with a large enough effect in the polarisation, with a control signal flat, not every such curve was filed as active; inconclusive = small, poorly fitted or top-dose-only effect, or effect the other way, or a change in a side signal; inactive = no such curve, though single readings can be large or run the other way; the % refers to the polarisation; also: potency is read from the fitted curve at half-maximal effect; % of control where 0% means no effect; many of its hits are not listed in these tables
B2AR arrestin – beta2AR (human) beta-arrestin recruitment activity | P07550 | beta-arrestin recruitment to beta2AR, cell-based reporter | Potency, µM (titrated, usually from 46.1 µM), inactives show at the top dose activation, usual class: activators | 330,000 compounds, 0.02% hits | AID 492947;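 also: potency is read from the fitted curve at half-maximal effect; 0% = DMSO controls and full agonism = EC100 isoproterenol or metaproterenol; nearly all actives have a fitted effect of over 65% in size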
Target sequence (P07550 whole entry, looked up): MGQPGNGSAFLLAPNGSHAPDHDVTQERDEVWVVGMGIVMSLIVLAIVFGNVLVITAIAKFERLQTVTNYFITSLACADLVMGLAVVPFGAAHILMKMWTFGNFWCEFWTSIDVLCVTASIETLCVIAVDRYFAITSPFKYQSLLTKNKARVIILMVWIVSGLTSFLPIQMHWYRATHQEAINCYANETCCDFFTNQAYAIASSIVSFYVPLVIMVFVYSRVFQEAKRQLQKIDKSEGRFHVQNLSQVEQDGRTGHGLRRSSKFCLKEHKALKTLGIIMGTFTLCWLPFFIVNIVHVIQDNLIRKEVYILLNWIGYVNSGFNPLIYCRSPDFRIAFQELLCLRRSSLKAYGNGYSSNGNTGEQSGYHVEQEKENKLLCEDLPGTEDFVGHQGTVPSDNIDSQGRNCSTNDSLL
Chronic BCR inh – chronic active BCR signaling inhibition; ABC-DLBCL IkBa-CBG/CBR reporter, luminescence ratio, 4 h; 340,000 compounds, 0.05% hits; Potency, µM (series often up to 46.1 µM), for the others: at the highest dose ratio change, negative = lower green/red ratio, hits mostly inhibitors; active = well fitted inhibition curve with a large enough effect in the signal ratio, with a control signal flat, not every such curve was filed as active; inconclusive = small, poorly fitted or top-dose-only effect, or effect the other way, or a change in a side signal; the % refers to the signal ratio;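 also: potency is read from the fitted curve at half-maximal effect; plate controls were basal doxycycline-induced cells for no effect and cells given 10 µM MG132 for full effect; MG132 reads +100%, hits lower the ratio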
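Compounds up to 46 uM were incubated four hours with TMD8 cells whose green CBG68 luciferase is fused to IkappaBalpha; red CBR luminescence normalised the signal, and concentration-effect curves were fitted to fusion, red and ratio data.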
PKM2 act – activators of human pyruvate kinase M2; P14618; purified PKM2, Kinase-Glo ATP luminescence, activation; response scale: 0% is enzyme alone, no compound; Potency, µM (doses to about 57.5 µM), inactives show at the top dose activation, hits mostly activators; 260,000 compounds, 0.34% hits; also: potency is read from the fitted curve at half-maximal effect; % is scaled to controls: 0 for no effect and ±100 for the full control effect; nearly all actives have a fitted effect of over 55% in size
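Kinase-Glo luminescence reports ATP generated from ADP (0.1 mM) and PEP (0.5 mM) by purified hPK-M2 after 1 h at room temperature, pH 7.2 imidazole buffer; intermediate enzyme activity allows detecting inhibitors and activators.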
ASM inhibitor – human S-ASM enzyme inhibition. P17405. placental ASM, HMU-PC fluorogenic substrate, 60 min. Potency, µM (highest dose often 57.5 µM), without a hit: at the highest dose activity change, negative = inhibition, most hits filed as inhibitors. 340,000 compounds, 0.006% hits. AID 504937; also: potency is read from the fitted curve at half-maximal effect
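Fluorogenic HMU-PC substrate (9 uM final) is turned over by placental ASM in 60 min at 37 C after a 10 min compound preincubation. Reaction ended by alkaline stop (pH 10), with fluorescence read at 386/447 nm.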
Tb PFK block – inhibitors of T. brucei phosphofructokinase. O15648. 330,000 compounds, 0.17% hits. T. brucei PFK, ADP-Glo luminescence. Potency, µM (titrated, usually from 57.5 µM), for the others: at the highest dose activity, negative = inhibition, actives largely listed as inhibitors;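 also: potency is read from the fitted curve at half-maximal effect; 0% = uninhibited 1x PFK enzyme wells and -100% = no-enzyme wells; nearly all actives have a fitted effect of over 60% in size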
Target sequence (O15648 whole entry, looked up): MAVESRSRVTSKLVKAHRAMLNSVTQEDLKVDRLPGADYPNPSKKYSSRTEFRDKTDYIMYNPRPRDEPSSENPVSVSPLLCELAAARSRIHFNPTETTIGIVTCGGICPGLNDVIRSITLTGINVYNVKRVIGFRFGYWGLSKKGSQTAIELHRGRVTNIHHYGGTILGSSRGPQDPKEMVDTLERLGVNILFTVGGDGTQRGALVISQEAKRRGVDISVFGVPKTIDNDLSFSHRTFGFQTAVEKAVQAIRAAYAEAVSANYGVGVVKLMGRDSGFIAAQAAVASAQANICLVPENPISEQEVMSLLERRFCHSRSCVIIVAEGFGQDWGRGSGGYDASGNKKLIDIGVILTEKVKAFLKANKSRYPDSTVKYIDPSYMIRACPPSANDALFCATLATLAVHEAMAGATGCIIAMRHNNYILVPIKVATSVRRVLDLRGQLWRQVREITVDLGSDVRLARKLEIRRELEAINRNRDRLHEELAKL
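Luminescent ADP detection (ADP-Glo, two-step: ATP depletion then ADP-to-ATP conversion for luciferase) reported PFK activity after 45 min room-temperature reaction of 1.25 nM enzyme with 0.5 mM F6P and 0.1 mM ATP at pH 8.0.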
TSG101-PTAP inh – blocks PTAP/TSG101 interaction to inhibit HIV-1 budding; Fluorescence polarization, FITC-PTAP peptide / Tsg101 binding; Potency, µM (doses to about 115 µM), for the others: at the highest dose activity change, negative = inhibition, hits mostly inhibitors; 340,000 tested, under 10 active; active = well fitted inhibition curve with a large enough effect in the main read-out, with a control signal flat, not every such curve was filed as active; inconclusive = small, poorly fitted or top-dose-only effect, or effect the other way, or a change in a side signal; inactive = no such curve, though single readings can be large or run the other way; also: potency is read from the fitted curve at half-maximal effect; % of control where 0% means no effect
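FP read-out: FITC-PTAP peptide, 50 nM final, binding Tsg101 binding domain, 10 uM final; 20 min, r.t.; 10 mM HEPES pH 7.5, 0.15 M NaCl, 0.01% Tween 20, 3 mM EDTA, 0.1 mM TCEP.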
FBPA coupling cs – inhibits coupling enzyme system, counter-screen for aldolase hits; coupling enzyme system counterscreen, AmpLite Red fluorescence; activity change, negative = inhibition, % at 58.2 µM, hits read low; 290,000 compounds, 0.67% hits; AID 2472; in the data active = activity change below about -30%; also: % is scaled to controls: 0 for no effect and ±100 for the full control effect
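Coupling enzymes only (glyceraldehyde-3-phosphate) + compound, at 57.5 uM final, 10 min RT; add substrate/coupling/AmpLite Red mix, 20 min RT; fluorescence ex 525/em 598 nm. Actives flag coupling-system interference.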
GALK inh – galactokinase (human) inhibition. P51570. Purified GALK, Kinase-Glo residual ATP luminescence. Potency, µM (highest dose often 57.5 µM), for the others: top-dose activity change, negative = inhibition, hits mostly inhibitors. 270,000 compounds, 0.007% hits. AID 1868; also: potency is read from the fitted curve at half-maximal effect; % is scaled to controls: 0 for no effect and ±100 for the full control effect
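Compounds were pin-transferred into ATP buffer (35 uM final), then GALK plus galactose (5 nM, 100 uM final) was added. After 1 h at room temperature, Kinase-Glo Plus was added and luminescence read after 10 min.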
Giardia killer – Giardia lamblia killing; Giardia lamblia trophozoite viability; activity change, % at 7.66 µM, hits read low; 340,000 compounds, 0.15% hits; in the data active = activity change below about -80%; inconclusive = between about -30% and that limit;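 also: parasites exposed to compound for two days anaerobically before the ATP read; % is scaled to controls: 0 for no effect and ±100 for the full control effect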
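Killing of trophozoites was scored by loss of ATP luminescence after a 48 hrs anaerobic exposure to compounds at 37 deg C, using 100 cells per well.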
Integrin act MD – activates integrin-mediated alleviation for muscular dystrophy; alpha7betagal myoblasts, beta-gal FDG fluorescence, 48 h; Potency, µM (series often up to 38.3 µM), for the others: at the highest dose activation, hits mostly activators; 350,000 compounds, 0.064% hits;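 also: potency is read from the fitted curve at half-maximal effect; 100% = response of the positive control SU9516; nearly all actives have a fitted effect of over 60% in size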
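alpha7betagal+/- myoblasts (passage 13, 250/well) treated 48 h at 37C with compounds at 1:260 dilution of DMSO stock. Lysed, then beta-galactosidase activity read as FDG fluorescence (ex 480/em 540) after 30 min, with pre-read for autofluorescence.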
Active calls of the source: *; ? = inconclusive; / = not tested or not shown; & = joins results of further samples; [ ] = another dose, or the depositor's remark. Unless noted, calls follow the shape of the dose curve; as a rule, active = well fitted curve in the direction sought with a large enough effect; inconclusive = small, poorly fitted or top-dose-only effect, or another doubt; inactive = no such curve, though single readings can be large; an effect the other way counts as inactive or inconclusive. Some of the compounds tested. The share of hits here may be higher or lower than overall.

molecule	Menin-MLL TR inh	B2AR arrestin	Chronic BCR inh	PKM2 act	ASM inhibitor	Tb PFK block	TSG101-PTAP inh	FBPA coupling cs	GALK inh	Giardia killer	Integrin act MD
CCS(=O)(=O)c1ccc(C(=O)NC)c(Cl)c1Cl	3%	-0.1%	4%	2%	1%	-9%	-2%	1	8%	10	2%
CCO/C(C)=C1\C(=O)Nc2ccccc21	-9%	0.1%	1%	0%	-1%	-2%	0%	5	1%	4	6%
COCCCNC(=O)c1ccc(N(C)S(C)(=O)=O)cc1	19%	0.4%	-1%	-13%	3%	11%	0%	0	0%	-3	15%
Cc1ccc(C=NNC(=O)c2cc(-c3cccnc3)nc3ccccc23)o1	/	-0.7%	-14%	/	-3%	-1%	-14%	/	/	-7	-3%
COc1cc(CNCCO)cc(Cl)c1OCc1ccccc1Cl	-4%	-0.1%	?	7%	2%	8%	-4%	0	-1%	-11	-65%[inhibitor]
Cn1cnnc1SC(C(=O)Nc1cccc(C(F)(F)F)c1)c1ccccc1 (stereo not drawn)	14%	-0.2%	?	-8%	-5%	-4%	-2%	-1	0%	5	0%
N#Cc1cc2c([nH]c1=S)CCCCCC2	-2%	-0.2%	?	-5%	0%	-1%	-4%	11	-1%	1	20%
Cc1ccc(S(=O)(=O)N2CCCN(C(=O)OC(C)(C)C)CC2)cc1	/	-0.2%	-5%	4%	0%	0%	-3%	6	/	43[activator]	15%
Cc1cc(NC(=O)CN2C(=O)[C@@H]3[C@H](C2=O)[C@@H]2C[C@H]3C(Br)C2Br)no1 (stereo partly drawn)	/	-0.4%	1%	0%	-25%	2%	-4%	-1	-3%	1	24%
COC(=O)c1c(-c2ccc(Br)cc2)noc1N	-4%	0.4%	?	-2%	0%	-4%	-1%	1	-2%	-12	-50%[inhibitor]
CCC(C)C(=O)Nc1ccc(OC)cc1OC (stereo not drawn)	7%	0.0%	-12%	-1%	2%	3%	-1%	-2	-3%	-12	24%
CC(C)COc1cccc(C(=O)NC(=S)NCc2cccnc2)c1	-6%	0.1%	?	14%	-5%	-5%	-1%	1	0%	3	-31%
COc1ccc(S(=O)(=O)N2CCOCC2)cc1NS(=O)(=O)c1ccc(F)c(F)c1	/	-0.1%	5%	/	2%	-25%	-1%	/	/	-3	?
COc1ccc(CCC(C)Nc2cccc(C)c2)cc1 (stereo not drawn)	-21%	0.5%	12%	2%	-7%	1%	-5%	-2	0%	12	-20%
CC1(C)CC(=O)C=C(Nc2ccccc2)C1	/	-0.5%	?	-3%	6%	-2%	-1%	-2	4%	-5	30%
CCC(=O)N1N=C(c2ccc(C)o2)CC1c1ccc(N(C)C)cc1 (stereo not drawn)	?	-0.1%	2%	6%	-3%	5%	-7%	2	10%	-8	2%
CN(C(=O)c1ccc(NC(=O)c2ccco2)cc1)c1ccccc1	1%	0.5%	4%	-30%	5%	0%	1%	0	14%	23	-1%
Cc1ccc(NC(=O)CN(C)C(=O)COC(=O)COc2ccc(C#N)cc2)cc1	/	-0.5%	-2%	/	6%	-6%	1%	/	/	-3	4%
Cc1ccc(NC(=O)CSc2nnc(NC(=O)c3ccco3)s2)cc1	-3%	0.0%	-1%	3%	0%	1%	-6%	6	7%	-24	0%
C=CCN=Cc1sc2ccc(OCC)cc2c1O	-15%	0.3%	?	-7%	/	0%	/	2	0%	/	/
C[C@@H](O)CC#Cc1ccc2oc(=O)c(-n3cc(-c4ccsc4)nn3)cc2c1	/	0.1%	1%	/	17%	0%	-2%	/	/	17	0%
COC(=O)C1=C(C)OC(N)=C(C#N)C1c1c(C)nn(C)c1C (stereo not drawn)	-6%	-4.6%	10%	-3%	1%	3%	0%	-4	-7%	-14	-23%
COC(=O)[C@@H]1[C@@H](C#N)C2(c3ccccc3-c3ccccc32)N(c2ccc(Cl)cc2)N1C#N	?	0.3%	?	19%	-10%	1%	0%	-7	-4%	17	-49%[inhibitor]
N#Cc1ccccc1COc1cccc2c1CCCC2O (stereo not drawn)	-2%	-0.6%	-9%	/	3%	-1%	0%	2	4%	0	-1%
COC(=O)C1=C(C(=O)OC)[C@@H]2N(C)c3ccccc3[C@@]23C[C@@H](C(=O)OC)N(C(=O)c2cccs2)C3=N1	-1%[11.7 µM]	-0.7%	-9%	12%[11.5 µM]	-4%	-5%	-3%	0&1	3%	15	-21%
COc1cccc(-c2csc(N3CCN(CC(=O)NNC(=O)c4ccco4)CC3)n2)c1	11%	0.3%	?	1%	-2%	0%	0%	0	1%	-24	-5%
COc1ccccc1/C=C/c1onc(C)c1S(=O)(=O)N1CCC(C(=O)NC(C)C)CC1	-4%	-0.3%	-26%	3%	43%[activator]	-1%	-3%	1	/	4	10%
CC1=C(C(N)=O)S(=O)(=O)c2ccccc21	9%	-0.4%	-1%	-2%	0%	0%	-9%	1	1%	14	?
CC(C)(C)OC(=O)N1CCN(C(=O)Nc2ccc3c(c2)OCCO3)CC1	9%	0.2%	11%	0%	3%	-4%	-2%	0	-1%	0	-16%
O=C(CN1C(=O)C2C3C=CC(C3)C2C1=O)NC1CCCc2ccccc21 (stereo not drawn)	-9%	0.6%	0%	0%	1%	-1%	-9%	2	-2%	-19	11%

The results go on:
molecule	Menin-MLL TR inh	B2AR arrestin	Chronic BCR inh	PKM2 act	ASM inhibitor	Tb PFK block	TSG101-PTAP inh	FBPA coupling cs	GALK inh	Giardia killer	Integrin act MD
COCCOCCn1c(/C=C/c2ccccc2)nc2ccccc21	4%	-0.7%	-5%	-32%	319%[activator]	2%	-1%	-15	-8%	-7	-21%
CNC(=S)NC1CC2CCCC(C1)N2Cc1ccco1 (stereo not drawn)	-12%	0.1%	0%	4%	-2%	4%	-5%	1	1%	-9	12%
COC(=O)C1CCCN1C(=O)COc1ccc(Br)cc1Cl (stereo not drawn)	3%	0.1%	?	-10%	6%	-7%	-7%	-2	2%	14	3%
CCCN(CCC)CCCNC(=O)Cn1cnc2sc(C)c(S(=O)(=O)N3CCOCC3)c2c1=O	-3%	-1.0%	13%	2%	4%	0%	0%	0	-1%	-12	-14%
CCC1CN(C(=O)Nc2ccc(C)cc2)c2cc(C)ccc2O1 (stereo not drawn)	-16%	-0.3%	3%	1%	0%	3%	-1%	0	-1%	-3	26%
CN(C)c1ccc(CNC(=O)CCNS(=O)(=O)c2cc(Br)cnc2N)cc1	/	0.1%	-1%	/	-1%	-3%	0%	/	-2%	9	22%
CCOC(=O)C1CCN(C(=O)COC(=O)c2cc([N+](=O)[O-])ccc2N2CCOCC2)CC1	/	-0.3%	?	/	-2%	-2%	-1%	/	/	-17	-18%
CCOC(=O)/C=C/C(=O)OCC(=O)NC(c1ccccc1)c1ccccc1	2%	0.5%	?	3%	1%	-8%	-4%	3	-3%	-2	-51%[inhibitor]
Clc1cccc(CNCCCSc2ncccn2)c1Cl	-16%	-0.4%	2%	0%	-1%	-27%	-5%	-1	2%	5	-2%
Cc1ccccc1CC1(CO)CCCN(C(=O)c2ccccc2Cl)C1 (stereo not drawn)	-19%	-0.8%	-2%	0%	2%	1%	-8%	-1	-2%	-13	-11%

Compounds listed so far that contain a thiophene ring, fused or not (four):
molecule	Menin-MLL TR inh	B2AR arrestin	Chronic BCR inh	PKM2 act	ASM inhibitor	Tb PFK block	TSG101-PTAP inh	FBPA coupling cs	GALK inh	Giardia killer	Integrin act MD
C=CCN=Cc1sc2ccc(OCC)cc2c1O	-15%	0.3%	?	-7%	/	0%	/	2	0%	/	/
C[C@@H](O)CC#Cc1ccc2oc(=O)c(-n3cc(-c4ccsc4)nn3)cc2c1	/	0.1%	1%	/	17%	0%	-2%	/	/	17	0%
COC(=O)C1=C(C(=O)OC)[C@@H]2N(C)c3ccccc3[C@@]23C[C@@H](C(=O)OC)N(C(=O)c2cccs2)C3=N1	-1%[11.7 µM]	-0.7%	-9%	12%[11.5 µM]	-4%	-5%	-3%	0&1	3%	15	-21%
CCCN(CCC)CCCNC(=O)Cn1cnc2sc(C)c(S(=O)(=O)N3CCOCC3)c2c1=O	-3%	-1.0%	13%	2%	4%	0%	0%	0	-1%	-12	-14%

Compound activity from PubChem.
